From PubChem BioAssay
TexasRed fluor: Total Fluorescence Counterscreen for Inhibitors of the Interaction of Thyroid Hormone Receptor and Steroid Receptor Coregulator 2; actives 0.29% (n = 280,000); AID 1479, 2009; TRb/SRC2 Texas Red total fluorescence interference; Potency, µM (series often up to 106 µM), for the others: at the highest dose fluorescence change, negative = quenching; active = well fitted curve in either direction with a large enough effect; inconclusive = small, poorly fitted or top-dose-only effect
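Human TRb ligand-binding domain at 0.6 uM with 20 nM Texas Red SRC2 peptide in Tris buffer containing 1 uM T3 and 5% DMSO, incubated with compound 5 h at ambient temperature. Total fluorescence (555/632 nm) calculated as parallel + 2 × perpendicular.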
Tau FP inhib: qHTS for Inhibitors of Tau Fibril Formation, Fluorescence Polarization | Microtubule-associated protein tau (Homo sapiens), P10636 | actives 0.39% (n = 280,000) | AID 1468, 2008 | K18 P301L tau heparin fibrillization, Alexa594 FP, 6 h | Potency, µM (highest dose often 57.7 µM), without a hit: top-dose activity, negative = inhibition, most hits filed as inhibitors; note: nearly all actives have a fitted effect of over 55% in size
Target sequence (P10636 561-689 P618L limits assumed): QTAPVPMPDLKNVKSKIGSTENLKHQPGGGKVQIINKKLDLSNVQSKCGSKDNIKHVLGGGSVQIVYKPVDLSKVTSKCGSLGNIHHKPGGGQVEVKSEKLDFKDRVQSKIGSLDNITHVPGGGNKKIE
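Steps: dispense K18 P301L tau (15 uM plus 0.24 uM Alexa 594 tracer, final) in pH 7 sodium acetate; add compound; add heparin (20 uM final); incubate 6 hr, 37 C; add ThT (30 uM final); after 1 hr ambient, read FP.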
ALDH1A1 block: qHTS Assay for Inhibitors of Aldehyde Dehydrogenase 1 (ALDH1A1). Aldehyde dehydrogenase 1A1 (Homo sapiens), P00352. Purified ALDH1A1, NADH fluorescence, propionaldehyde substrate. Potency, µM (titrated, usually from 75.3 µM), for the others: at the highest dose activity, negative = inhibition, most hits filed as inhibitors. actives 7.3% (n = 220,000). AID 1030, 2008; active = well fitted inhibition curve with a large enough effect, not every such curve was filed as active; inconclusive = small, poorly fitted or top-dose-only effect, or another doubt; inactive = no such curve, though single readings can be large or run the other way;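 note: plate controls were no enzyme wells and a reference inhibitor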
Target sequence (P00352 whole entry, looked up): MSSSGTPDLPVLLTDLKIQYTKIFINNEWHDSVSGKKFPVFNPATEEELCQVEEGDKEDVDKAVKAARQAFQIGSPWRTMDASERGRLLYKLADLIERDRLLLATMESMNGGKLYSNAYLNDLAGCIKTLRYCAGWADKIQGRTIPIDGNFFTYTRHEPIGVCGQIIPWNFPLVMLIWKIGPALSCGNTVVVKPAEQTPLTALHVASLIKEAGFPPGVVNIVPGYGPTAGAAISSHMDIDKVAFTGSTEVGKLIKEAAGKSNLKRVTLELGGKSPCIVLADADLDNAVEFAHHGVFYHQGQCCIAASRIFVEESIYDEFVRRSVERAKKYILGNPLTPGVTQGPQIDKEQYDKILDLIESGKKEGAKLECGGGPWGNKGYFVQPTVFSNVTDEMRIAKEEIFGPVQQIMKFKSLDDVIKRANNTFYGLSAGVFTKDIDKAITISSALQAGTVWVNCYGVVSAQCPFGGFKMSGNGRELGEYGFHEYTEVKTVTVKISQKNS
GLA spleen mod: qHTS Assay for Inhibitors and Activators of Human alpha-Galactosidase From Spleen Homogenate; Alpha-galactosidase A (Homo sapiens), P06280; human spleen homogenate, 4MU-alpha-Gal fluorescence, 40 min; Potency, µM (top dose mostly 80 µM), without a hit: top-dose activity change, negative = inhibition, usual class: inhibitors; actives 0.008% (n = 240,000); AID 2107, 2009;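 note: 0% = enzyme with vehicle and -100% = no enzyme basal signal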
Target sequence (P06280 32-429 limits assumed): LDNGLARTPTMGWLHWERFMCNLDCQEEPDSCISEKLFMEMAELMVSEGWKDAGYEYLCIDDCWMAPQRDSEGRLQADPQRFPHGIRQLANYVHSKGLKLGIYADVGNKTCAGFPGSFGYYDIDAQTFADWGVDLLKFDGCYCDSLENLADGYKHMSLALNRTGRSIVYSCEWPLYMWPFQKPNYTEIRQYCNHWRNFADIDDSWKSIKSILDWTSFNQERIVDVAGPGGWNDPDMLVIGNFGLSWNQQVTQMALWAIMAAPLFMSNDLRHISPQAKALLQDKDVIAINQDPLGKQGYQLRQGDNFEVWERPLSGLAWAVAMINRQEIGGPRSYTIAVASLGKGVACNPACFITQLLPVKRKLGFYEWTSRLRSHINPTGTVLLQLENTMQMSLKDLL
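Fluorogenic readout (Ex 365/Em 440 nm) of 4-methylumbelliferone released from 1 mM 4-MU-alpha-galactoside by spleen homogenate, 40 min at 37C, pH 5.0. Data normalized to no-enzyme and enzyme controls; Hill-equation AC50 from compound titrations.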
Tau fibril ThT: qHTS for Inhibitors of Tau Fibril Formation, Thioflavin T Binding; Microtubule-associated protein tau (Homo sapiens), P10636; recombinant tau K18 P301L, heparin-induced fibrillization, ThT fluorescence; Potency, µM (series often up to 57.4 µM), inactives show at the top dose activity, negative = inhibition, most hits filed as inhibitors; actives 2.1% (n = 270,000); note: nearly all actives have a fitted effect of over 55% in size
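ThT emission at 510 nm, taken 1 hr after adding 30 uM dye, quantifies aggregates formed when 20 uM heparin acts on human tau K18 P301L for 6 hr at 37 C.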
L3MBTL1 block: qHTS Assay for the Inhibitors of L3MBTL1; AlphaScreen L3MBTL1–H3K9me1 peptide binding; Potency, µM (titrated, usually from 57.1 µM), without a hit: at the top dose activity, negative = inhibition, usual class: inhibitors; actives 0.66% (n = 230,000); Lethal(3)malignant brain tumor-like protein 1 (Homo sapiens), Q9Y468; note: nearly all actives have a fitted effect of over 60% in size
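AlphaScreen proximity signal between nickel-chelate acceptor and streptavidin donor beads (final 10 ug/mL) reports binding of 50 nM L3MBTL1 to 75 nM biotin-H3 K9me1 peptide; complex incubated with compounds 30 min at room temperature; cefsulodin titration as control.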
TRb-SRC2 inh: qHTS for Inhibitors of the Interaction of Thyroid Hormone Receptor and Steroid Receptor Coregulator 2 | Thyroid hormone receptor beta (Homo sapiens), P10828 | TRbeta-SRC2 peptide binding, fluorescence polarization; receptor liganded with 1 µM T3 | Potency, µM (highest dose often 106 µM), for inactives: top-dose activity change, negative = inhibition, usual class: inhibitors | actives 0.065% (n = 280,000);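 note: plate controls were bound peptide for no effect and peptide without receptor for full effect; nearly all actives have a fitted effect of over 50% in size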
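Human TRb ligand-binding domain (0.6 uM) is mixed with 20 nM Texas Red SRC2 peptide and 1 uM T3; after compound addition and 5 hr at ambient temperature, polarization is measured and normalized to unbound and bound controls.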
Tau fluor cs: Counterscreen qHTS for Inhibitors of Tau Fibril Formation, Fluorescence Polarization; tau K18 P301L (four-repeat tau fragment) Alexa594 fluorescence, heparin fibrillization; Potency, µM (doses to about 57.7 µM), inactives show at the top dose activity change, negative = decrease; actives 0.93% (n = 280,000); note: nearly all actives have a fitted effect of over 55% in size
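Human K18 P301L tau (15 uM unlabeled plus 0.24 uM Alexa 594-labeled, final) in 100 mM sodium acetate pH 7 was mixed with compound and 20 uM heparin and incubated 6 hr at 37 C.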
Starred values were filed as active, the others as inactive; ? = inconclusive; . = not tested or not shown; [ ] = dose if it differs, or a comment. Unless noted, calls come from the whole dose curve; as a rule, active = well fitted curve in the direction sought with a large enough effect; inconclusive = small, poorly fitted or top-dose-only effect, or another doubt; inactive = no such curve, though single readings can be large; an effect the other way counts as inactive or inconclusive. Unless noted, % is set by controls: 0 for no effect and ±100 for the full control effect; potency is the fitted concentration of half-maximal effect. No enrichment for hits; 8.5% or so of the library scored in one or more.

SMILES	TexasRed fluor	Tau FP inhib	ALDH1A1 block	GLA spleen mod	Tau fibril ThT	L3MBTL1 block	TRb-SRC2 inh	Tau fluor cs
CN1C(=S)SC(/[N+]([O-])=C/c2c(F)cccc2Cl)C1(C)C (stereo unspecified)	-7%	-2%	2%	0%	-11%	7%	-2%	-14%
CCOc1ccc(CNC(=O)Cn2ccc3cc(S(=O)(=O)N4CCCCC4)ccc32)cc1	0%	3%	.	.	7%	.	-5%	-22%
COc1cc(Cl)cc(C2NC(=S)NC(c3ccccc3)=C2C(C)=O)c1OCC(=O)O (stereo unspecified)	-2%	-9%	-10%	-7%	-4%	52%[activator]	-8%	-5%
Cc1nc(N(C)C)c2sc(=S)n(-c3ccccc3)c2n1	-2%	-6%	-3%	1%	-4%	.	3%	-5%
COc1ccc(-c2csc(Cc3nnc(N4CCOCC4)n3-c3ccccc3)n2)cc1OC	-4%	-8%	-12%	10%	-10%	.	6%	-13%
O=S(=O)(c1ccc(NC(=S)Nc2ccc3c(c2)OCO3)cc1)N1CCOCC1	-1%	-3%	22µM*	5%	?	-4%	4%	-9%
CC(Sc1ccc2nnc(-c3ccc(F)cc3)n2n1)C(=O)O (stereo unspecified)	0%	-7%	?	9%	2%	5%	7%	2%
C=CCc1ccc(OCCOCCN(C)C)c(OC)c1	-3%	-3%	0%	-9%	-8%	.	-7%	-4%
Cc1cc(C)n2nc(CNS(=O)(=O)c3cccc(Cl)c3)nc2n1	-2%	-10%	.	.	-5%	.	4%	-4%
CC(C)c1nnc(NC(=O)CCC(=O)NCC2CCCO2)s1 (stereo unspecified)	0%	6%	-5%	7%	-4%	6%	-6%	4%
CC(CNC(=O)CCCn1c(=O)c2cccn2c2cccnc21)c1ccccc1 (stereo unspecified)	-2%	8%	.	.	-1%	.	5%	-5%
O=c1c(-c2ccc(Cl)cc2)cnc2n1CCS2	-5%	8%	?	7%	0%	0%	-4%	5%
COc1ccc(Br)cc1CN(C)CC(=O)Nc1cc([N+](=O)[O-])ccc1OC	1%	?	?	0%	-16%	-3%	-3%	?
Fc1cccc(/C=N/Nc2ccc3ccccc3n2)c1	-3%	-2%	-1%	1%	?	21%	1%	?
CC(C)c1ccc(/C=C/C2=NNC(=O)CC2)cc1	-1%	-3%	-3%	-7%	-13%	-9%	-1%	-11%
Cc1cc(C)nc(/N=C2\NC(=O)CC(C(=O)O)N2c2cccc(Cl)c2)n1 (stereo unspecified)	-4%	1%	5%	6%	0%	14%	1%	6%
Cc1onc(-c2ccccc2)c1C1=N/C(=C\c2ccccc2F)C(=O)O1	-3%	1%	0%	-10%	-5%	-10%	1%	-6%
Cc1ccc(C(C)NC(=O)c2c(C)noc2C)cc1C (stereo unspecified)	-4%	-1%	-4%	-1%	-4%	.	2%	7%
COc1ccc(C(=O)NCC(=O)OCC(=O)N(C)c2ccccc2)cc1	6%	-4%	.	8%	-1%	.	4%	-5%
NS(=O)(=O)c1ccc(CCNC(=O)CSCc2ccccc2)cc1	-3%	-10%	5%	0%	-8%	3%	-2%	-5%
Cn1c(=O)n(Cc2ccc(F)cc2)c(=O)c2c1nc1n2CCCN1Cc1ccccc1	-1%	3%	?	-6%	-16%	-14%	13%	-22%
Cc1csc2nc(-c3cccc(NC(=O)c4ccccc4F)c3)cn12	0%	-4%	.	.	-8%	.	1%	-16%
NC(=O)CC[C@@H]1NC(=O)[C@H](CO)NC(=O)c2cc([N+](=O)[O-])cc(I)c2NCCC[C@@H](C(N)=O)NC(=O)[C@H](Cc2ccc(O)cc2)NC1=O	-3%	5%	-3%	5%	?	-9%	9%	-13%
O=C(Nc1nnc(S(=O)(=O)Nc2ccccc2)s1)C1CCCCC1	2%	-18%	.	.	?	12%	-1%	?
Cc1cc(NC(=O)CSc2nc(CC(C)(C)C)nc3c2c(=O)n(C)c(=O)n3C)no1	2%	-17%	10%	4%	?	8%	-3%	-19%
O=C(CSc1nnc(-c2ccc(Br)cc2)n1C1CCCCC1)N1CCCC1	2%	1%	4%	-7%	-6%	7%	4%	3%
CCS(=O)(=O)N1CCc2cc(C(=O)NCc3ccc(OC)cc3)ccc21	-2%	3%	.	.	-5%	.	4%	-6%
CCOC(=O)CCCNC(=O)N1CCc2nc(-c3ccccc3)c3c(c2C1)CO[C@@H](C)C3	-4%[11.2 µM]	0%[11.6 µM]	4%[13.5 µM]	3%[17.5 µM]	-1%[11.5 µM]	.	5%[11.2 µM]	-3%[11.6 µM]
Cc1cccc(NC(=O)Cn2cnc3c(cnn3-c3ccc(F)cc3)c2=O)c1C	-5%	?	3%	-16%	14%	-6%	1%	7%
CCOc1ccccc1C1C2=C(COC2=O)Nc2cc3c(cc21)OCO3 (stereo unspecified)	-2%	9%	?	3%	-18%	-19%	-6%	?

Pulled by structure from the list above (two):
SMILES	TexasRed fluor	Tau FP inhib	ALDH1A1 block	GLA spleen mod	Tau fibril ThT	L3MBTL1 block	TRb-SRC2 inh	Tau fluor cs
Cc1csc2nc(-c3cccc(NC(=O)c4ccccc4F)c3)cn12	0%	-4%	.	.	-8%	.	1%	-16%
CCOC(=O)CCCNC(=O)N1CCc2nc(-c3ccccc3)c3c(c2C1)CO[C@@H](C)C3	-4%[11.2 µM]	0%[11.6 µM]	4%[13.5 µM]	3%[17.5 µM]	-1%[11.5 µM]	.	5%[11.2 µM]	-3%[11.6 µM]

Remaining list, next part:
SMILES	TexasRed fluor	Tau FP inhib	ALDH1A1 block	GLA spleen mod	Tau fibril ThT	L3MBTL1 block	TRb-SRC2 inh	Tau fluor cs
COc1ccc(-c2nnc3n2N=C(C)CS3)cc1OC	-6%	-4%	9%	-5%	-6%	1%	2%	-2%
CCCCN(Cc1ccccc1)S(=O)(=O)c1cc(Br)cc2c1N(C(C)=O)C(C)C2 (stereo unspecified)	-5%	6%	-1%	1%	-14%	.	2%	-24%
CCn1nnc2cc(C(=O)Nc3cccc(C(F)(F)F)c3)ccc21	-1%	?	.	.	-5%	.	5%	-14%
Cc1cccc(NC(=O)C2CCCN(S(=O)(=O)c3c(C)nn(C)c3C)C2)n1 (stereo unspecified)	-3%	?	8%	5%	-16%	6%	-1%	0%
O=[N+]([O-])c1cccc(-c2nc3ccccc3s/c2=N/O)c1	-1%	?	-6%	3%	?	-24%	0%	?
C[C@@]1([C@@H](NC(=O)c2cccs2)c2ccc(-c3ccccc3)cc2)C[C@H]1C1CCCCC1	1%	-1%	8%	7%	-10%	0%	1%	-5%
CC(C)COc1nc2c(c(=O)n(C)c(=O)n2C)n1C	-2%	3%	.	2%	-7%	?	0%	4%
CCN(Cc1ccccc1)S(=O)(=O)c1cc(C(=O)c2c(N)n(C)c(=O)n(C)c2=O)ccc1OC	1%	-15%	1%	-1%	-3%	-17%	4%	-12%
CC1=NN(c2cccc(Cl)c2)C(=O)C1	-1%	5%	.	9%	?	.	0%	-24%
O=C(c1cnccn1)N1CCN(c2ccccc2)CC1	2%	1%	2%	8%	-4%	6%	7%	-2%
CCOc1ccc2nc(C(=O)N3CCCC(C)C3)sc2c1 (stereo unspecified)	2%	4%	14µM*	1%	4%	36%[activator]	-5%	5%
O=C1C2CC=CCC2C(=O)N1Cc1ccccc1Cl (stereo unspecified)	-1%	4%	0%	-4%	2%	7%	-5%	7%
Cc1nn(Cc2ccccc2Cl)c(C)c1C(=O)N1CCN(c2ccccc2)CC1	0%	-9%	3%	-1%	-18%	.	0%	-2%
OCCC1CN(Cc2cn[nH]c2C2CCCCC2)CCN1C1CCCCC1 (stereo unspecified)	-2%	5%	10%	-18%	2%	-6%	-10%	4%
Cc1cccc(NC(=O)C2(c3ccccc3)CC2(Cl)Cl)c1 (stereo unspecified)	1%	-2%	-4%	3%	14%	8%	13%	5%
CCOC(=O)c1ccc2c(c1)N(CC(=O)Nc1ccc(CC)cc1)C(=O)c1ccccc1S2	1%	-10%	.	.	7%	.	-6%	5%
CCc1nc2sc3c(N4CCCCC4)ncnc3c2c2c1CCCC2	8%	5%	.	.	4%	.	3%	1%
COC(=O)c1scc(-c2ccc(C)cc2)c1S(=O)(=O)Nc1c(C)cc(C)cc1C	0%	-4%	.	.	-17%	.	-4%	-19%
N#C/C(=C/c1ccc(-c2cc([N+](=O)[O-])ccc2Cl)o1)C(N)=O	-2%	8%	.	-1%	.	.	0%	-26%
COC(=O)C1=C(C)NC(=O)C1(NC(=O)c1cccnc1)C(F)(F)F (stereo unspecified)	2%	11%	7%	2%	1%	4%	-8%	10%
Cc1cccc(-c2nc3c4ccccc4nc(NCc4ccc(F)cc4)n3n2)c1	3%	-6%	.	.	?	.	-6%	-8%
CCOC(=O)CN1C(=O)S/C(=C/c2cc(C)n(-c3ccccn3)c2C)C1=O	-1%	3%	?	3%	-19%	.	6%	-20%
O=C(CSc1nnc(Cc2ccccc2)o1)Nc1ccc(Br)cn1	1%	5%	11%	8%	0%	.	2%	8%
CCCS(=O)(=O)c1nc(S(=O)(=O)c2ccc(C)cc2)c(NCCN2CCOCC2)s1	-2%	-6%	14µM*	0%	-6%	.	-5%	-7%
C[C@H](NC(=O)OC(C)(C)C)C(=O)N/N=C/C1=Cc2ccccc2OC1	-3%	2%	.	5%	-9%	13%	-2%	-4%
